Compound activity deposited in PubChem by several laboratories.
NOD2 RIPK2 PPI: NOD2-RIPK2 binding disruptors in cells, primary screen, fluorescence, CHO cells, BLA complementation | Receptor-interacting serine/threonine-protein kinase 2 (Homo sapiens), O43353 | CCF4 ratio | inhibition, % at 4.98 µM | actives 0.38% (n = 360,000) | AID 624267, 2012; in the data active means inhibition above about 21%;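 further: 0% = vehicle only and 100% = reference blocker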
ABHD5-PLIN5 inh: ABHD5-PLIN5 interaction inhibitors, primary screen, cell lysate, split luciferase complementation, luminescence. Perilipin-5 (Homo sapiens) + 1-acylglycerol-3-phosphate O-acyltransferase ABHD5 (Homo …. Split G. princeps luciferase complementation, 4 h. inhibition, % at 4 µM. actives 0.78% (n = 360,000). AID 602281, 2012;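 active means inhibition above the mean inhibition across every tested compound plus 3 SD, cut at about 22% in these data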;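 further: 0% = DMSO only wells and the 100% control is not disclosed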
LRH-1 inv ag: LRH-1 (NR5A2) inverse agonists, primary screen, cell-based, luminescence, HEK293T, StAR-luciferase reporter. LRH-1 transfected, 24 h. inhibition, % at 3.6 µM. actives 0.13% (n = 360,000). AID 602396, 2012;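 active means inhibition above the mean inhibition of all tested compounds plus 3 SD, cut at about 73% in these data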;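 further: 0% = DMSO wells and 100% = reporter-only cells lacking LRH-1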
LMP1 NFkB inh: EBV LMP1-driven NF-kappaB luciferase reporter inhibitors, primary screen, cell-based, luminescence, single point; LMP1-induced NF-kappaB luciferase reporter cells; inhibition, % at 12.5 µM; actives 0.69% (n = 350,000); AID 504558, 2011; in the data active means inhibition above about 41%;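 further: 0% = neutral control wells and 100% = reference inhibitor control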
NCOA2 inhibitor: inhibition of GAL4-SRC2 driven luciferase reporter, primary screen, SRC2 inhibitor project, cell-based, luminescence | inhibition, % at 9 µM | actives 0.17% (n = 370,000) | HEK293 GAL4-SRC2 luciferase reporter | Nuclear receptor coactivator 2 (Homo sapiens), Q15596;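 active means inhibition above the mean inhibition of all tested compounds plus 3 SD, set per campaign, cut at about 52% in these data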;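 further: 0% = DMSO treated cells and 100% = cells given Gossypol at 36 µM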
MC4R barr agon: MC4R agonists recruiting beta-arrestin, primary screen, cell-based, luminescence, agonist arm of biased-ligand search | activation, % at 8.9 µM | actives 0.98% (n = 360,000) | AID 540308, 2011 | U2OS MC4R beta-arrestin complementation; percent of melanotan II response, DMSO zero | Melanocortin receptor 4 (Homo sapiens), P32245;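 active means activation above a per-plate cutoff, the mean activation of sample wells on that plate plus 3 SD, cut at about 8% in these data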
TLR9-MyD88 inh: inhibitors of TLR9-MyD88 association in cells, primary screen, cell-based, CHO, BLA complementation, fluorescence | actives 0.21% (n = 340,000) | AID 504734, 2011 | Toll-like receptor 9 (Homo sapiens) + Myeloid differentiation primary response protein … | CCF4 FRET ratio | inhibition, % at 4.98 µM;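 active means inhibition above the mean over all tested compounds plus 3 SD, cut at about 21% in these data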;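 further: 0% = DMSO only wells and 100% = clavulanate BLA inhibitor control wells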
NCOA3 inh: SRC3 coactivator transcriptional activity inhibitors, primary screen, cell-based, luminescence; Nuclear receptor coactivator 3 (Homo sapiens), Q9Y6Q9; HEK293 GAL4-SRC3 luciferase reporter; inhibition, % at 3.6 µM; actives 0.17% (n = 360,000); AID 588352, 2011;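 active means inhibition above a per-campaign cutoff, the mean of all compounds plus 3 SD, cut at about 60% in these data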;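 further: 0% = DMSO-treated cells and 100% = gossypol-treated cells at 36 µM; higher means less SRC3-driven luciferase light from the GAL4 reporter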
Target sequence (Q9Y6Q9 whole entry, looked up, the tested form may be a part): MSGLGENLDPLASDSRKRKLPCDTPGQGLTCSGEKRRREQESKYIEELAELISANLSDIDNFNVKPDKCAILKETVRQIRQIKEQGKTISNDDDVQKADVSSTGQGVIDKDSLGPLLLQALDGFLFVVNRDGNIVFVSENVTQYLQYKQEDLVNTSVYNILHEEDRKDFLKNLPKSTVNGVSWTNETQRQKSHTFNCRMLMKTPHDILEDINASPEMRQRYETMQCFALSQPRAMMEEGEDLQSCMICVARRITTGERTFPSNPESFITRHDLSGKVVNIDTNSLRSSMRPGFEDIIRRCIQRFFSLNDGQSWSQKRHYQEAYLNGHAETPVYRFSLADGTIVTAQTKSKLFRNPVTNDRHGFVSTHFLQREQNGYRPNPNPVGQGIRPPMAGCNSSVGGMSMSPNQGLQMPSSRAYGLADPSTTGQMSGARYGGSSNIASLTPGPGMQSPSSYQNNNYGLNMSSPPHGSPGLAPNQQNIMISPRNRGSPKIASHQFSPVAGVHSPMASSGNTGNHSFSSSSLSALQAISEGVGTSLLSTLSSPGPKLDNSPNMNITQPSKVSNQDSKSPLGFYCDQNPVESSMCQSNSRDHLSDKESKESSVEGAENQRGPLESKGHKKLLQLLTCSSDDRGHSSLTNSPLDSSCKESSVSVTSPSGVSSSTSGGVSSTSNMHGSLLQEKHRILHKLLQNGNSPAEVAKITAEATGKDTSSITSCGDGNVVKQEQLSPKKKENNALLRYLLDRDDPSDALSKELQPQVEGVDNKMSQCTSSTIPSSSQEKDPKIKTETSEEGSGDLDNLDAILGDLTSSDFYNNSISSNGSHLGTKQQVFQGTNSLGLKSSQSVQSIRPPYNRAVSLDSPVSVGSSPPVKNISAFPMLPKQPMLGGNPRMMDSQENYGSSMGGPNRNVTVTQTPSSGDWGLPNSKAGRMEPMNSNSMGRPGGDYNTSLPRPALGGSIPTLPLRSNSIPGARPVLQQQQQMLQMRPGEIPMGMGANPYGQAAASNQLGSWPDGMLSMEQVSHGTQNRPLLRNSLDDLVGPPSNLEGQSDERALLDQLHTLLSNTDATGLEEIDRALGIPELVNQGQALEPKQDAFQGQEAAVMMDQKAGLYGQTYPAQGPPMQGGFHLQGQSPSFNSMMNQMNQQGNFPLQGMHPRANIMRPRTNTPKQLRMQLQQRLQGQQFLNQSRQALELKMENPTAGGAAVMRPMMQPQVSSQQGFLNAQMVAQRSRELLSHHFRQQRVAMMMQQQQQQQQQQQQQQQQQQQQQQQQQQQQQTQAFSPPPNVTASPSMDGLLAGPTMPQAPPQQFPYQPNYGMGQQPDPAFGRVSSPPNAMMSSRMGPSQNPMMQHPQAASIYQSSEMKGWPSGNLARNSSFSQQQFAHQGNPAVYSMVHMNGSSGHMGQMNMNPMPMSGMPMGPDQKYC
MC4R antag cAMP: MC4R antagonists of cAMP signaling, primary screen, cell-based, TR-FRET, antagonist arm of biased-ligand search; MC4R-expressing cells, MTII-stimulated cAMP, LANCE TR-FRET; inhibition, % at 6.5 µM; actives 0.48% (n = 360,000);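 active means inhibition above its plate's cutoff, the mean of tested wells on that plate plus 3 SD, cut at about 29% in these data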;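 further: 0% = Melanotan II alone and 100% = Melanotan II plus saturating MCL0020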
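material = U2OS cells stably expressing human melanocortin 4 receptor (MC4R) | also added = Melanotan II challenge | dosing = single nominal compound dose of 6.5 µM | detection = TR-FRET with Eu-cAMP and labeled anti-cAMP, 671 nm | replication = singlicate | timing = compound 30 min, challenge 1 h, detection 1 h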
NCOA1 inh: SRC1 coactivator transcriptional activity inhibitors, primary screen, cell-based, luminescence; HEK293 GAL4-SRC1 luciferase reporter; inhibition, % at 3.6 µM; actives 0.12% (n = 360,000); AID 588354, 2011;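 active means inhibition above the campaign mean plus 3 SD, with each screening campaign given its own cutoff, cut at about 60% in these data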;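 further: 0% = DMSO treated cells and 100% = gossypol at 36 µM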
NR2F2 inh: NR2F2 transcriptional activity inhibitors, primary screen, cell-based, luciferase reporter, HEK293T, luminescence. actives 0.7% (n = 370,000). HEK293T NGFI-A luciferase reporter. COUP transcription factor 2 (Homo sapiens), P24468. inhibition, % at 8.6 µM;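 active means inhibition above a per-plate cutoff, mean inhibition of test wells between control levels plus 3 SD, cut at about 38% in these data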;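 further: cells cotransfected with COUP-TFII expression vector driving the NGFI-A reporter; 0% = median of COUP-TF2 test wells and 100% = reporter-only cells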
Active calls of the source: *. Only part of the results is shown. The share of hits here may be higher or lower than overall.

COc1cc2c(cc1NC(=O)c1ccncc1)oc1ccccc12 was read as NOD2 RIPK2 PPI -4, ABHD5-PLIN5 inh 6, LRH-1 inv ag -55, LMP1 NFkB inh -18, MC4R barr agon -3.0, TLR9-MyD88 inh -4, NCOA3 inh -26, MC4R antag cAMP 10 and NCOA1 inh -64.
Screening COc1ccc(NS(=O)(=O)c2ccc(NC(=O)c3ccccn3)cc2)cc1 returned NOD2 RIPK2 PPI 1, ABHD5-PLIN5 inh 11, LRH-1 inv ag 21, LMP1 NFkB inh 4, NCOA2 inhibitor 0, MC4R barr agon 1.0, TLR9-MyD88 inh -2, NCOA3 inh 4, MC4R antag cAMP 3, NCOA1 inh 1 and NR2F2 inh 17.
Screening COc1ccc(OCCOC(=O)c2ccc(F)c(S(=O)(=O)N3CCOCC3)c2)cc1 returned NOD2 RIPK2 PPI 3, ABHD5-PLIN5 inh -2, LRH-1 inv ag 26, LMP1 NFkB inh 4, NCOA2 inhibitor -5, MC4R barr agon 2.8, TLR9-MyD88 inh -12, NCOA3 inh 7, MC4R antag cAMP 4, NCOA1 inh -10 and NR2F2 inh 5.
`CCOP(=O)(OCC)c1nc(-c2cccc([N+](=O)[O-])c2)oc1N1CCCCC1` gave NOD2 RIPK2 PPI -16, ABHD5-PLIN5 inh -2, LRH-1 inv ag 18, LMP1 NFkB inh 4, NCOA2 inhibitor -17, MC4R barr agon -1.3, TLR9-MyD88 inh 4, NCOA3 inh 0, MC4R antag cAMP 4, NCOA1 inh -20 and NR2F2 inh 11.
O=C(Oc1ccc2c(c1)OCC2=O)c1ccc(Cl)cc1 was read as NOD2 RIPK2 PPI 6, ABHD5-PLIN5 inh -2, LRH-1 inv ag 8, LMP1 NFkB inh 11, NCOA2 inhibitor -9, MC4R barr agon 0.1, TLR9-MyD88 inh 4, NCOA3 inh 3, MC4R antag cAMP 4, NCOA1 inh -3 and NR2F2 inh 9.
c1coc(-c2nc3c4c5c(sc4ncn3n2)CCCC5)c1 was read as NOD2 RIPK2 PPI -6, ABHD5-PLIN5 inh -6, LRH-1 inv ag -5, LMP1 NFkB inh -6, NCOA2 inhibitor 16, MC4R barr agon -0.2, TLR9-MyD88 inh 8, NCOA3 inh 11, MC4R antag cAMP -3, NCOA1 inh -1 and NR2F2 inh 4.
Screening Nc1ccc2c(c1)N=[N+]([O-])c1cc(N)ccc1C2 returned NOD2 RIPK2 PPI -2, ABHD5-PLIN5 inh 7, LRH-1 inv ag -6, LMP1 NFkB inh 2, NCOA2 inhibitor -17, MC4R barr agon -2.1, TLR9-MyD88 inh 1, NCOA3 inh -6, MC4R antag cAMP -2, NCOA1 inh 2 and NR2F2 inh 10.
`Cc1ccc(C(=O)OC(C)C(=O)Nc2ccc(Cl)cn2)s1` (configuration not stated) gave NOD2 RIPK2 PPI 2, ABHD5-PLIN5 inh -2, LRH-1 inv ag 12, LMP1 NFkB inh -3, NCOA2 inhibitor -12, MC4R barr agon 0.3, TLR9-MyD88 inh 5, NCOA3 inh -1, MC4R antag cAMP 0, NCOA1 inh -11 and NR2F2 inh -2.
Screening Cc1ccc(OCC(=O)N(Cc2cccc(F)c2)C2CCS(=O)(=O)C2)cc1 (configuration not stated) returned NOD2 RIPK2 PPI 4, ABHD5-PLIN5 inh -3, LRH-1 inv ag 6, LMP1 NFkB inh -4, NCOA2 inhibitor 5, MC4R barr agon -1.1, TLR9-MyD88 inh -3, NCOA3 inh -13, MC4R antag cAMP 5, NCOA1 inh 18 and NR2F2 inh 3.
For CC1=Nc2ccccc2N=C(NC(=O)c2ccccc2)C1c1ccccc1 (configuration not stated) the results were NOD2 RIPK2 PPI -2, ABHD5-PLIN5 inh -6, LRH-1 inv ag -1, LMP1 NFkB inh 18, NCOA2 inhibitor -45, MC4R barr agon -1.9, TLR9-MyD88 inh -7, NCOA3 inh 11, MC4R antag cAMP 8, NCOA1 inh -40 and NR2F2 inh 33.
`CCn1ncc(Br)c1C(=O)Nc1ccccc1C(F)(F)F` gave NOD2 RIPK2 PPI -1, ABHD5-PLIN5 inh -5, LRH-1 inv ag -1, LMP1 NFkB inh -8, NCOA2 inhibitor -9, MC4R barr agon -0.8, TLR9-MyD88 inh -12, NCOA3 inh 15, MC4R antag cAMP 19, NCOA1 inh -1 and NR2F2 inh -7.
Screening O=C(O)/C=C/c1cn(Cc2ccccc2)nc1-c1cccs1 returned NOD2 RIPK2 PPI 3, ABHD5-PLIN5 inh -6, LRH-1 inv ag 3, LMP1 NFkB inh -2, NCOA2 inhibitor -52, MC4R barr agon -2.9, TLR9-MyD88 inh -1, NCOA3 inh 6, MC4R antag cAMP 4, NCOA1 inh -10 and NR2F2 inh 0.
`CNS(=O)(=O)c1cccc(C(=O)NCC2CCCCC2)c1` gave NOD2 RIPK2 PPI 1, ABHD5-PLIN5 inh 3, LRH-1 inv ag 3, LMP1 NFkB inh -2, NCOA2 inhibitor -22, MC4R barr agon 0.2, TLR9-MyD88 inh -15, NCOA3 inh -2, MC4R antag cAMP 10, NCOA1 inh -18 and NR2F2 inh -8.
`COc1ccc(/C=N/NC2=NCCCCC2)c(OC)c1` gave NOD2 RIPK2 PPI -6, ABHD5-PLIN5 inh 2, LRH-1 inv ag -16, LMP1 NFkB inh -7, NCOA2 inhibitor -16, MC4R barr agon -0.3, TLR9-MyD88 inh -5, NCOA3 inh 16, MC4R antag cAMP 5, NCOA1 inh -11 and NR2F2 inh -14.
For CN1CCN(c2ccc(-c3ccc4ccccc4n3)cc2)CC1 the results were NOD2 RIPK2 PPI -10, ABHD5-PLIN5 inh 11, LRH-1 inv ag 74*, LMP1 NFkB inh 83*, NCOA2 inhibitor 76*, MC4R barr agon 3.1, TLR9-MyD88 inh 1, NCOA3 inh 80*, MC4R antag cAMP 14, NCOA1 inh 79* and NR2F2 inh 90*.
For CC(C)N1CCN(S(=O)(=O)c2ccccc2)c2ccccc21 the results were NOD2 RIPK2 PPI -1, ABHD5-PLIN5 inh -2, LRH-1 inv ag -22, LMP1 NFkB inh -9, NCOA2 inhibitor -35, MC4R barr agon -0.5, TLR9-MyD88 inh -2, NCOA3 inh -11, MC4R antag cAMP 18, NCOA1 inh -1 and NR2F2 inh -1.
Screening CCCc1cc(=O)oc2cc(C)cc(OCC(=O)NCc3cccnc3)c12 returned NOD2 RIPK2 PPI 2, ABHD5-PLIN5 inh 3, LRH-1 inv ag 28, LMP1 NFkB inh -5, NCOA2 inhibitor 4, MC4R barr agon -1.0, TLR9-MyD88 inh -8, NCOA3 inh 8, MC4R antag cAMP 5, NCOA1 inh -6 and NR2F2 inh 0.
For COc1cc(OC)c2c(-c3cccc(-c4cccc(N)c4)c3)cc(=O)oc2c1 the results were NOD2 RIPK2 PPI 3, ABHD5-PLIN5 inh 2, LRH-1 inv ag 15, LMP1 NFkB inh 4, NCOA2 inhibitor -23, MC4R barr agon -0.8, TLR9-MyD88 inh 2, NCOA3 inh 18, MC4R antag cAMP -31, NCOA1 inh -19 and NR2F2 inh -4.
Screening CCOC(=O)Cn1c2ccc(C)cc2c2nc(C)sc21 returned NOD2 RIPK2 PPI 5, ABHD5-PLIN5 inh -20, LRH-1 inv ag -3, LMP1 NFkB inh 4, NCOA2 inhibitor 7, MC4R barr agon -2.8, TLR9-MyD88 inh -6, NCOA3 inh 14, MC4R antag cAMP 3, NCOA1 inh -14 and NR2F2 inh 4.
Screening CC1(C)c2ccccc2N2CC(=O)N(CC(N)=O)C21C (configuration not stated) returned NOD2 RIPK2 PPI -1, ABHD5-PLIN5 inh -5, LRH-1 inv ag 12, LMP1 NFkB inh 2, NCOA2 inhibitor -14, MC4R barr agon -2.5, TLR9-MyD88 inh -3, NCOA3 inh -6, MC4R antag cAMP -4, NCOA1 inh 5 and NR2F2 inh 13.
CCOC(=O)N1CCN(C(=O)Cn2nc(C)n3nc(-c4ccc(OC)cc4)cc3c2=O)CC1 was read as NOD2 RIPK2 PPI -43, ABHD5-PLIN5 inh 3, LRH-1 inv ag -21, LMP1 NFkB inh 6, NCOA2 inhibitor -10, MC4R barr agon -2.8, TLR9-MyD88 inh 4, NCOA3 inh -3, MC4R antag cAMP 6, NCOA1 inh -13 and NR2F2 inh 10.
`CN(C)c1cccc2c(S(=O)(=O)NCc3ccc(S(N)(=O)=O)cc3)cccc12` gave NOD2 RIPK2 PPI 8, ABHD5-PLIN5 inh -4, LRH-1 inv ag 7, LMP1 NFkB inh 12, NCOA2 inhibitor -23, MC4R barr agon 2.4, TLR9-MyD88 inh -3, NCOA3 inh 26, MC4R antag cAMP -2, NCOA1 inh 2 and NR2F2 inh -8.
Screening Cc1nnc(SCC(=O)N2c3ccccc3C(C)(c3ccc(Cl)cc3)CC2(C)C)s1 (configuration not stated) returned NOD2 RIPK2 PPI -7, ABHD5-PLIN5 inh 0, LRH-1 inv ag 7, LMP1 NFkB inh 10, NCOA2 inhibitor -11, MC4R barr agon 1.1, TLR9-MyD88 inh -6, NCOA3 inh 14, MC4R antag cAMP 18, NCOA1 inh 21 and NR2F2 inh 20.
CCCCn1c(CN2CCN(CCO)CC2)nc2ccccc21 was read as NOD2 RIPK2 PPI 1, ABHD5-PLIN5 inh 0, LRH-1 inv ag -23, LMP1 NFkB inh 5, NCOA2 inhibitor -17, MC4R barr agon -0.4, TLR9-MyD88 inh 5, NCOA3 inh -9, MC4R antag cAMP 6, NCOA1 inh 4 and NR2F2 inh 23.
CC(=O)Nc1nnc(SCC(=O)Nc2ccc(N3CCOCC3)c(Cl)c2)s1 was read as NOD2 RIPK2 PPI -13, ABHD5-PLIN5 inh -4, LRH-1 inv ag 11, LMP1 NFkB inh -5, NCOA2 inhibitor -17, MC4R barr agon -0.8, TLR9-MyD88 inh -11, NCOA3 inh -12, MC4R antag cAMP -6, NCOA1 inh -25 and NR2F2 inh -6.
